# RGS4 inh = human RGS4 inhibition; P49798; Transcreener GDP fluorescence polarization, RGS4-accelerated GTP hydrolysis; Potency, µM (series often up to 114 µM), without a hit: at the highest dose activity change, negative = inhibition, hits mostly inhibitors; actives 0.039% (n = 390,000); note: % is set by controls: 0 for no effect and ±100 for the full control effect; nearly all actives have a fitted effect of over 75% in size; some results filed as inactive show a strong effect at the top dose
# Target sequence (P49798 whole entry, looked up): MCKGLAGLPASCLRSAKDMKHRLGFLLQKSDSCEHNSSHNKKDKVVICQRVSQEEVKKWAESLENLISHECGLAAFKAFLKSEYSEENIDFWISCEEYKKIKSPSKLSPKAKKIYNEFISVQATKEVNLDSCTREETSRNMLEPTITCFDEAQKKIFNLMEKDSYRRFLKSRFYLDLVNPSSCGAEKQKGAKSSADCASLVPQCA
#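 MLSMR compounds (23 nl, pin-transferred) preincubated 10 min at room temperature with a 500nM (2x) first reagent, then RGS4 at 900nM (2x) plus Transcreener GDP mix added; fluorescence polarization (620/688 nm) read before and after 90 min at 30 °C.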
# RXFP1 agonist = RXFP1 (human) receptor agonism. Q9HBX9. HEK293T-RXFP1 cAMP TR-FRET, 30 min; response scale: percent of porcine relaxin response, buffer zero. Potency, µM (highest dose often 57.5 µM), for inactives: at the highest dose activation, usual class: activators. actives 0.3% (n = 370,000). AID 2676; note: % is set by controls: 0 for no effect and ±100 for the full control effect; nearly all actives have a fitted effect of over 60% in size; many of its hits are not listed in these tables
# Target sequence (Q9HBX9 whole entry, looked up): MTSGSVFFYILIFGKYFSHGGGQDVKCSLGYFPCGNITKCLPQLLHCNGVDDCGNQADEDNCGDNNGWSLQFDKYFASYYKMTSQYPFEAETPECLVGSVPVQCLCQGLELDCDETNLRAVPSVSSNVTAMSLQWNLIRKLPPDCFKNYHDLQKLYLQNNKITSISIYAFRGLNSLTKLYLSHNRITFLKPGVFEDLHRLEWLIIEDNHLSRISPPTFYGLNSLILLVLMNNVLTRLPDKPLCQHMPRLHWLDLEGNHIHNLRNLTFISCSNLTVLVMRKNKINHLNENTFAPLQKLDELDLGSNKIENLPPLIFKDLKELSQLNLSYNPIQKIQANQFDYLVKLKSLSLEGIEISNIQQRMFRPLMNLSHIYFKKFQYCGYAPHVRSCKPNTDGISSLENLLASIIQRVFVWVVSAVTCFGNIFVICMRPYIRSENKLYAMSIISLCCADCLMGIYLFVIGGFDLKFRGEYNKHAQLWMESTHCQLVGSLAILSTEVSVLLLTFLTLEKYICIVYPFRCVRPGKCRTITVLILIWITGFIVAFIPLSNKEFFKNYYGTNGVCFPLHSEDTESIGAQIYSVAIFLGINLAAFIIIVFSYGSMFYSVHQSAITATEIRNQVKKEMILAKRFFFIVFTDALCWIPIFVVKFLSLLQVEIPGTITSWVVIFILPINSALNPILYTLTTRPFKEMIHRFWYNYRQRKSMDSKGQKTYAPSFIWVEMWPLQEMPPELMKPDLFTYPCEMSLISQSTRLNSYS
#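 cAMP rise read by TR-FRET after 30 min, 37C compound exposure (up to 58 uM) in RXFP1-transfected HEK293 cells with Ro 20174 present. EC50 from Hill-equation fits, with 29 nM porcine relaxin as 100% and buffer as basal.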
# mIDH1 inhibitor = human IDH1 R132H inhibition; O75874; IDH1-R132H enzyme, NADPH consumption, diaphorase/resazurin fluorescence; Potency, µM (highest dose often 76.6 µM), without a hit: top-dose activity change, negative = inhibition, usual class: inhibitors; actives 0.093% (n = 390,000); note: % is set by controls: 0 for no effect and ±100 for the full control effect; nearly all actives have a fitted effect of over 65% in size
#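 IDH1-R132H (0.5 ug/mL dispensed) in pH 7.5 Tris buffer was preincubated 30 min with compound, then given a substrate mix of 0.016 mM NADPH and 2 mM alpha-KG for 80 min at room temperature; remaining NADPH was read by diaphorase/resazurin fluorescence.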
# Vif-APOBEC3F blk = blocks the Vif interaction with APOBEC3F. actives 0.2% (n = 390,000). HeLa A3F-eYFP + Vif (tagged APOBEC3F with the HIV-1 protein that degrades it), YFP fluorescence increase. Potency, µM (highest dose often 46.1 µM), for inactives: at the top dose activity, negative = active; note: % of control where 0% means no effect; nearly all actives have a fitted effect of over 65% in size
#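 HeLa cells stably expressing Vif plus C-terminally eYFP-tagged A3F were seeded, incubated overnight at 37 deg C, dosed with compound, incubated overnight again at 37 deg C. Yellow fluorescence (Ex 488/Em 500-530) reported blocked Vif-mediated A3F-eYFP degradation.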
# TrxR1 substrate = rat thioredoxin reductase 1 substrate activity. O89049. purified TrxR1 substrate turnover, NADPH consumption readout. Potency, µM (titrated, usually from 114 µM), for inactives: at the highest dose activity change, negative = substrate turnover. actives 0.01% (n = 390,000). AID 588456; note: % is set by controls: 0 for no effect and ±100 for the full control effect; nearly all actives have a fitted effect of over 50% in size
#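 Rat TrxR1, dispensed at 90 nM, was prereduced with 400 uM NADPH (final) for 5 min at ~22 deg C, then incubated with compound 15 min before 400 uM selenite. A first-read NADPH fluorescence drop versus no-compound background flagged substrates.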
# 12-LOX inh = ALOX12 (human) lipoxygenase inhibition; P18054; purified 12hLO, xylenol orange hydroperoxide absorbance; Potency, µM (highest dose often 108 µM), for inactives: at the top dose activity change, negative = inhibition, hits mostly inhibitors; actives 1.1% (n = 580,000); AID 1671190; note: % is set by controls: 0 for no effect and ±100 for the full control effect
#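 Hydroperoxide product was detected by ferrous iron/xylenol orange as the 573 to 405 nm absorbance ratio. Arachidonic acid at 40 uM (final) was turned over for 30 min at room temperature by 150 nM human 12hLO, pH 7.0 Hepes buffer, after 15 min compound preincubation.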
# USP1-UAF1 inh = inhibitors of human USP1/UAF1 deubiquitinase | recombinant USP1/UAF1, Ub-Rhodamine cleavage fluorescence | actives 0.23% (n = 390,000) | O94782 | AID 743255 | Potency, µM (doses to about 57.1 µM), inactives show at the highest dose activity change, negative = inhibition, usual class: inhibitors; note: % is set by controls: 0 for no effect and ±100 for the full control effect; nearly all actives have a fitted effect of over 60% in size; inactives centre near -12
#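 High-throughput fluorogenic screen: 1nM USP1/UAF1 complex, Ub-Rho substrate 150nM final, 50mM HEPES pH 7.8 with 0.5mM EDTA, 0.1 mg/ml BSA, 1mM TCEP and 0.01% Tween-20.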
# TrxR1 inh = blocks rat thioredoxin reductase 1; recombinant rTrxR1, NADPH fluorescence consumption, selenite substrate; Potency, µM (top dose mostly 114 µM), without a hit: top-dose activity change, negative = inhibition, actives largely listed as inhibitors; O89049; AID 588453; actives 1% (n = 390,000); note: % is set by controls: 0 for no effect and ±100 for the full control effect; nearly all actives have a fitted effect of over 65% in size
#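 Rat TrxR1 (90 nM in the dispensed reagent) was pre-reduced with 400 uM NADPH for 5 min at room temperature, then incubated with compound for 15 min. After 400 uM selenite was added, NADPH fluorescence (Ex 340/Em 450 nm) was followed for 8 min.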
# Vif-A3G inh = inhibitors of Vif-APOBEC3G interaction; AID 602310; actives 0.076% (n = 410,000); HeLa A3G-eYFP + Vif (tagged APOBEC3G with the HIV-1 protein that degrades it), YFP fluorescence, overnight; Q9HC16; Potency, µM (highest dose often 46.1 µM), for inactives: top-dose activity, negative = active, hits mostly inhibitors;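 note: % is set by controls: 0 for no effect and ±100 for the full control effect; nearly all actives have a fitted effect of over 60% in size; hits raise eYFP signal because A3G escapes Vif-driven loss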
#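 HeLa cells stably expressing Vif and C-terminally eYFP-tagged A3G, seeded overnight at 37 deg C, then exposed to compound by pintool overnight at 37 deg C. Rise in yellow fluorescence (Ex 488/Em 500-530, Acumen) marks blocked Vif-driven A3G degradation.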
# An asterisk follows results filed as active; ? = inconclusive; . = not tested or not shown; [ ] = dose if it differs, or a comment. Calls come from the whole dose curve; as a rule, active = well fitted curve in the direction sought with a large enough effect; inconclusive = small, poorly fitted or top-dose-only effect, or another doubt; inactive = no such curve, though single readings can be large; an effect the other way counts as inactive or inconclusive. Potency is the fitted concentration of half-maximal effect.
# The line under a structure holds: mIDH1 inhibitor	USP1-UAF1 inh	12-LOX inh	TrxR1 substrate	TrxR1 inh	Vif-A3G inh	RXFP1 agonist	RGS4 inh	Vif-APOBEC3F blk
1) Cc1nnc(SC2CC(=O)N(c3ccccc3)C2=O)s1 (configuration not stated)
  1%	-13%	99%[activator]	6%[57.1 µM]	?	-8%	1.4%	-8%	-19%
2) NC(=O)c1ccccc1Nc1nc(NCCO)nc(N2CCCC2)n1
  .	.	1%	2%[57.1 µM]	-4%	1%	.	-2%	-1%
3) COc1ccc(C2(CNC(=O)c3ccc(C)cc3)CCOCC2)cc1
  5%	-19%	2%	5%	16%[57.1 µM]	1%	-0.2%	-7%	0%
4) COC(=O)c1c(N)n(CCCN2CCOCC2)c2nc3ccccc3nc12
  -7%	-13%	0%	414%[activator]	-15%	5%	3.7%	-33%	1%
5) COC(=O)c1cccc(NC(=O)CN2C(=O)C3CCCCC3C2=O)c1 (configuration not stated)
  -3%	-3%	13%	-12%[57.1 µM]	18%	-1%	-0.9%	2%	-24%
6) Cc1cccc(OCC(=O)Nc2sc3c(c2C#N)CCC3)c1
  2%	-11%	4%	12%	19%	0%	1.4%	5%	-3%
7) O=S1(=O)C=CC(N2CCOCC2)C1 (configuration not stated)
  5%	-13%	35%[activator]	1%[57.1 µM]	10%[57.1 µM]	-3%	0.0%	1%	-3%
8) O=C1C(Cc2ccccc2O)NC(=S)N1c1ccccc1 (configuration not stated)
  4%	-12%	6%	1%	7%	2%	0.3%	25%	-1%
9) CCOC(=O)c1cc(-c2ccc(OC)cc2)n[nH]1
  -4%	-12%	119%[activator]	-8%	5%	0%	-1.5%	37%	-6%
10) Cc1nc2ccccc2c(=O)n1Nc1cccc(Cl)c1
  4%	-8%	-12%	4%[57.1 µM]	12%	0%	-0.5%	4%	1%
11) Cc1cc(=O)oc2c1ccc1oc(/C(=N/O)c3ccccc3)c(C)c12
  12%	-9%	-19%	5%	14%	0%	0.8%	-10%	3%
12) CC(C)(C)C(=O)N=C1SC2CS(=O)(=O)CC2N1c1ccc2c(c1)OCO2 (configuration not stated)
  4%	-18%	0%	10%[57.1 µM]	5%[57.1 µM]	0%	-0.1%	-6%	-1%
13) COc1ccc(C)cc1NC(=O)CN(C)S(=O)(=O)c1ccc2[nH]c(=O)oc2c1
  1%	-23%	-2%	4%[57.1 µM]	16%[57.1 µM]	-3%	1.8%	-10%	-1%
14) COc1ccc(CN(C)CC(O)COc2ccc(C(=O)c3ccccc3)cc2)c(OC)c1OC (configuration not stated)
  0%	-9%	-2%	-12%	-14%	2%	1.7%	21%	-16%
15) O=C(c1nc2ccccn2c1CN1CCN(c2ccccc2O)CC1)N1CCCC1
  -1%	0%	-4%	2%[57.1 µM]	-1%[57.1 µM]	0%	1.0%	26%	9%
16) Cc1cccc(C(=O)NC(=S)NNC(=O)c2cccs2)c1
  7%	-11%	?	-4%	?	-1%	-0.6%	?	2%
17) Cc1cc(C)c(C)c(S(=O)(=O)N2CCC(C(=O)N3CCCC3)CC2)c1C
  -5%	-5%	0%	8%	27%	1%	1.0%	6%	-6%
18) Cc1ccc(OC(C)C(=O)N2CCc3ccccc32)cc1 (configuration not stated)
  2%	-1%	?	6%[57.1 µM]	13%[57.1 µM]	-1%	1.5%	34%	-11%
19) COc1ccccc1C(=O)NNC(=O)c1ccc(NC(=O)CC(C)C)cc1
  0%	-15%	223%[activator]	-7%	-13%[57.1 µM]	-1%	0.4%	9%	2%
20) O=C(Nc1ccccc1)c1nc[nH]c1C(=O)NCCN(CCNC(=O)c1[nH]cnc1C(=O)Nc1ccccc1)CCNC(=O)c1[nH]cnc1C(=O)Nc1ccccc1
  1%	-12%	?	11%[57.1 µM]	23%[57.1 µM]	-10%	.	14%	7%
21) Cc1ccc(S(=O)(=O)N2CCC(C(=O)N[C@@H](C)C(=O)NCC3CCCO3)CC2)cc1 (some centres not stated)
  0%	-14%	0%	3%	14%	3%	-0.2%	6%	-12%
22) COc1ccc(-c2ccc(OC)c([C@H]3[C@H]4C=CC[C@@H](C)[C@@H]4C(=O)N3Cc3ccccc3)c2)cc1
  -2%	-11%	-5%	1%	11%	3%	0.0%	5%	-3%
23) Cc1cccc(C)c1NC(=O)Cn1cc(C(=O)c2ccco2)c2ccccc21
  -24%	?	-19%	9%	24%	-4%	6.2%	-42%	-17%
24) Cc1cccc(NC(=O)CSc2nc3ccc(NC(=O)c4ccccc4)cc3s2)c1
  3%	-23%	-3%	12%	28%	5%	-2.8%	10%	-13%
25) Cc1nc2n(n1)CC(O)CS2 (configuration not stated)
  5%	-6%	0%	4%[57.1 µM]	-2%	-1%	0.3%	22%	1%
26) Cc1cnc(C(=O)OCC(=O)c2ccc(F)cc2)cn1
  -11%	-8%	10%	3%	22%	4%	-3.8%	19%	0%
27) C[C@@]12CCC3[C@@](CC[C@@H]4[C@](C)(C(=O)O)CCC[C@@]34C)(C[C@H]1O)C2 (some centres not stated)
  0%	-16%	?	-3%	4%	-1%	-0.4%	2%	3%
28) O=C(COC(=O)Cc1ccc(Br)cc1)Nc1ccc(Cl)cn1
  -11%	-25%	1%	-7%	8%	4%	.	-8%	2%
29) CCc1ccccc1NC(=O)CN(C)C(=O)Cn1ncc(Cl)c(Cl)c1=O
  1%	0%	-14%	-8%	?	?	0.3%	1%	11%
30) Cn1cc(S(=O)(=O)N2CCCC2)cc1C(=O)NCc1ccccc1Cl
  -6%	-5%	15%[57.4 µM]	0%[57.1 µM]	7%[57.1 µM]	2%	4.6%	16%	-3%
31) COc1ccc(/C=C/C(=O)c2ccc(OC)cc2OC)cc1
  9%	-27%	-5%	-4%	1%	-22%	0.8%	-6%	-7%
32) CC1CCc2c(sc(NC(=O)C3c4ccccc4Oc4ccccc43)c2C(=O)OC(C)C)C1 (configuration not stated)
  -7%	-6%	-18%	3%	7%	-2%	4.5%	-11%	-7%
33) Nc1nc(SCC(=O)Nc2ccc(Cl)c(S(=O)(=O)N3CCOCC3)c2)n[nH]1
  -6%	-10%	0%	-7%	-6%	-1%	-1.8%	13%	10%
34) Cc1csc(=O)n1CCC(=O)OCC(=O)Nc1ncc(Cl)cc1Cl
  2%	-19%	?	-3%	-4%	-1%	2.0%	-37%	0%
35) CC1(C)Cc2c(cnn2-c2ccc(F)cc2)C(NC(=O)CN2CCCC2=O)C1 (configuration not stated)
  -1%	-8%	-3%	6%	17%	2%	-0.3%	3%	1%
36) COc1cccc(-c2cc(C(=O)N3CCCc4ccccc43)no2)c1
  6%	-9%	14%	0%	9%	-1%	-0.7%	-14%	-18%
37) CCOC(=O)c1cncc(C#CCO)c1
  6%	0%	1%	-5%	13%[57.1 µM]	-1%	0.5%	-21%	-1%
38) CCN(CC(=O)Nc1ccc(NC(C)=O)cc1)C(=O)c1ccc(NC2CC2)c([N+](=O)[O-])c1
  1%	-19%	-19%	-7%	-1%	-6%	1.1%	-35%	-1%
39) CCOc1ccc(CCNC(=O)c2ccc(-c3nc(COc4ccc(C)cc4)c(C)o3)cc2)cc1
  -5%	3%	1%	-1%	11%	2%	-1.7%	13%	2%
40) CCOc1ccc(NC(=O)N2CCC(n3nnc4cc(C)ccc43)CC2)cc1
  8%	-9%	0%	8%[57.1 µM]	8%[57.1 µM]	-6%	-1.2%	-8%[11.4 µM]	8%
41) NC(=O)c1ccccc1NC(=O)c1ccoc1
  0%	-12%	-13%	-6%	-7%	-5%	-2.9%	-3%	2%
42) CCN1CCN(C(=S)c2ccc(OCC(=O)N3CCOCC3)cc2)CC1
  -7%	-2%	?	2%	8%	-2%	1.4%	7%	7%
43) COc1ccc(NC(=O)CN2C(=O)CSC(C)C2=O)c(OC)c1 (configuration not stated)
  1%	-15%	-5%	6%	33%	0%	3.3%	-2%	-16%
44) CCOc1ccccc1-n1nnc(-c2nc(-c3ccccc3C)no2)c1C
  -3%	-12%	1%	3%[57.1 µM]	20%[57.1 µM]	9%	-0.2%	-14%	-3%
45) CC(=O)N1CCN(S(=O)(=O)c2ccc3c(c2)CCC(=O)N3)CC1
  1%	-25%	3%	9%	36%	5%	2.1%	-9%	-4%
46) COc1cc(SC)ccc1C(=O)N(CC(=O)Nc1ccccc1Br)Cc1ccco1
  -1%	-14%	-23%	-3%	-28%	-1%	1.6%	-14%	?
47) CCOC(=O)c1cc2c(ccn2C)n1CC(=O)N1CCCC(C)C1 (configuration not stated)
  6%	-17%	12%	-2%	-3%	1%	-0.3%	-16%	-1%

# 3 compounds already listed, arranged by molecular weight, smallest number first:
# The line under a structure holds: mIDH1 inhibitor	USP1-UAF1 inh	12-LOX inh	TrxR1 substrate	TrxR1 inh	Vif-A3G inh	RXFP1 agonist	RGS4 inh	Vif-APOBEC3F blk
41) NC(=O)c1ccccc1NC(=O)c1ccoc1
  0%	-12%	-13%	-6%	-7%	-5%	-2.9%	-3%	2%
47) CCOC(=O)c1cc2c(ccn2C)n1CC(=O)N1CCCC(C)C1 (configuration not stated)
  6%	-17%	12%	-2%	-3%	1%	-0.3%	-16%	-1%
32) CC1CCc2c(sc(NC(=O)C3c4ccccc4Oc4ccccc43)c2C(=O)OC(C)C)C1 (configuration not stated)
  -7%	-6%	-18%	3%	7%	-2%	4.5%	-11%	-7%

# Screens as filed in PubChem BioAssay.

# An excerpt; rates above refer to the full screens.
